Screening results from PubChem BioAssay.
Eya2 inh – inhibitors of human Eya2 phosphatase activity; O00167; recombinant Eya2, OMFP fluorescence dephosphorylation (OMFP is methylfluorescein phosphate); Potency, µM (top dose mostly 76.9 µM), without a hit: at the highest dose activity, negative = inhibition, usual class: inhibitors; 0.006% of 330,000 active; AID 488837; note: potency is the fitted concentration of half-maximal effect; % is set by controls: 0 for no effect and ±100 for the full control effect
Target sequence (O00167 whole entry, looked up): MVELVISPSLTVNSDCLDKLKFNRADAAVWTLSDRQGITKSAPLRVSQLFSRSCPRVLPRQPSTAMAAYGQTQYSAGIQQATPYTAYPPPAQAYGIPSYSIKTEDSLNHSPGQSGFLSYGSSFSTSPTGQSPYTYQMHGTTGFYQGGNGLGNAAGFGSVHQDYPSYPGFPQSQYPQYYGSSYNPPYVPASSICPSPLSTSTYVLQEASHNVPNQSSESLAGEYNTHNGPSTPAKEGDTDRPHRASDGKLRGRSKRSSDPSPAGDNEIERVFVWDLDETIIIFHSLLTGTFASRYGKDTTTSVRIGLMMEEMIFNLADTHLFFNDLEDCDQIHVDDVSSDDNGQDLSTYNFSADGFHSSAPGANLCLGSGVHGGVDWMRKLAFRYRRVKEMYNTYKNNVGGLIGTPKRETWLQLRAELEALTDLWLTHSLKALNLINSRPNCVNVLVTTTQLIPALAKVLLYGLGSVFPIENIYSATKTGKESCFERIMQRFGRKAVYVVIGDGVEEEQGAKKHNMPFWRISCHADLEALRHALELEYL
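Eya2 (0.2 uM) preincubated 10 min at ambient with compound, then OMFP substrate added at 50 uM; 10 min reaction in 50 mM HEPES pH 7.5, 50 mM NaCl, 5 uM MgCl2, 0.05% BSA, 1 mM DTT. Fluorescence read at Ex 485/Em 525 nm.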
TCR act – activates T cell receptor signaling | primary human leukocytes, anti-CD3, IL-2 HTRF, 48 h | 330,000 tested, under 10 active | Potency, µM (doses to about 9.22 µM), for inactives: at the highest dose activation of IL-2 secretion, usual class: activators | AID 504894; note: % of control where 0% means no effect
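IL-2 release read by HTRF sandwich (Eu cryptate donor, d2 acceptor, 665 nm emission) after 48 hr exposure of primary human leukocytes to compound together with anti-CD3 beads in the absence of co-stimulatory signals.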
PTAP TSG101 blk – blocks PTAP/TSG101 interaction to inhibit HIV-1 budding; Q99816; Fluorescence polarization, FITC-PTAP peptide / Tsg101 binding; Potency, µM (titrated, usually from 115 µM), without a hit: top-dose activity change, negative = inhibition, most hits filed as inhibitors; 340,000 tested, under 10 active; AID 493005; active = well fitted inhibition curve with a large enough effect in the main read-out, with a control signal flat, not every such curve was filed as active; inconclusive = small, poorly fitted or top-dose-only effect, or effect the other way, or a change in a side signal; inactive = no such curve, though single readings can be large or run the other way; note: potency is the fitted concentration of half-maximal effect; % of control where 0% means no effect
Target sequence (Q99816 whole entry, looked up): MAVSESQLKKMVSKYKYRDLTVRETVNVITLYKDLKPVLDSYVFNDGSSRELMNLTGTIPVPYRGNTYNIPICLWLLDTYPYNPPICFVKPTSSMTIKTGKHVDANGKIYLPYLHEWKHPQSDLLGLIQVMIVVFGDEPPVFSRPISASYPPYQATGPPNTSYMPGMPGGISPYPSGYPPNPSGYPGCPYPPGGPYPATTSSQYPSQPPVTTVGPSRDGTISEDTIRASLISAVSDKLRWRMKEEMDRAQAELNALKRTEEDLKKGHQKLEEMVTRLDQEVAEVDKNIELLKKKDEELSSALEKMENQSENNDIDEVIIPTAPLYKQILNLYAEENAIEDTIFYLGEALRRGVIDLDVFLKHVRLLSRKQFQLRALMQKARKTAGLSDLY
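Steps: Tsg101 binding domain dispensed (10 uM final), compounds pinned in DMSO, FITC-labeled PTAP-motif peptide added (50 nM final); after 20 min binding at room temperature, polarization measured.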
ASM inhibitor – blocks human secretory acid sphingomyelinase; P17405; placental ASM, HMU-PC fluorogenic substrate, 60 min; Potency, µM (top dose mostly 57.5 µM), inactives show at the top dose activity change, negative = inhibition, usual class: inhibitors; 0.006% of 340,000 active; AID 504937; note: potency is the fitted concentration of half-maximal effect
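qHTS format. ASM enzyme prepared from human placenta hydrolyses the fluorogenic substrate HMU-PC0 (9 uM final) over 60 min at 37 °C after a 10 min compound preincubation.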
Tb PFK inh – blocks T. brucei phosphofructokinase | O15648 | T. brucei PFK, ADP-Glo luminescence | Potency, µM (top dose mostly 57.5 µM), for inactives: at the top dose activity, negative = inhibition, usual class: inhibitors | 0.17% of 330,000 active;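 note: potency is the fitted concentration of half-maximal effect; 0% = uninhibited 1x PFK enzyme wells and -100% = no-enzyme wells; nearly all actives have a fitted effect of over 60% in size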
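PFK 1.25 nM, F6P 0.5 mM, ATP 0.1 mM, 0.1 M TEA pH 8.0, 5 mM MgCl2, 0.01% Tween20, 0.1% BSA; 45 min RT. ADP-Glo readout. qHTS titration up to 57 uM; curves fitted, compounds curve-classed.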
TSHR antag – blocks TSH signaling through the human TSH receptor. P16473. TSHR-expressing cells, TSH-stimulated cAMP HTRF, 2 h; active compounds read low. activity change, negative = inhibition, % at 11.5 µM. 0.2% of 330,000 active;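 active = activity change below a set negative limit, meaning inhibition stronger than a set level, cut at about -70% in these data; inconclusive = activity change between two set negative limits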; note: % is set by controls: 0 for no effect and ±100 for the full control effect
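Antagonism was scored as loss of TSH-driven cAMP in TSHR cells, stimulated with 4nM TSH (EC80) for 2 hours at 37 deg C and detected by homogeneous HTRF competition immunoassay.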
A-T KAP1 phos – potential ataxia-telangiectasia treatments restoring KAP-1 phosphorylation. 0.19% of 320,000 active. Potency, µM (top dose mostly 57.5 µM), for inactives: at the top dose activation, usual class: activators. […] A-T fibroblasts, KAP-1 phosphorylation AlphaLISA; neocarzinostatin DNA damage 30 min before lysis; note: potency is the fitted concentration of half-maximal effect; % of control where 0% means no effect; nearly all actives have a fitted effect of over 45% in size
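hTERT-immortalized A-T patient fibroblasts ([…]), 500 cells/well in OPTI-MEM, 1% FBS, got compounds for 60 min, then NCS for 30 min at 37C. Lysates were then assayed for phospho-KAP-1 by AlphaLISA (anti-pKAP1 donor, anti-KAP1 acceptor beads), 6 hr at 25C.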
Chronic BCR inh – blocks chronic active B-cell receptor signaling. 0.05% of 340,000 active. ABC-DLBCL IkBa-CBG/CBR reporter, luminescence ratio, 4 h. Potency, µM (highest dose often 46.1 µM), for the others: at the highest dose ratio change, negative = lower green/red ratio, hits mostly inhibitors; active = well fitted inhibition curve with a large enough effect in the signal ratio, with a control signal flat, not every such curve was filed as active; inconclusive = small, poorly fitted or top-dose-only effect, or effect the other way, or a change in a side signal; the % refers to the signal ratio;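 note: potency is the fitted concentration of half-maximal effect; plate controls were basal doxycycline-induced cells for no effect and cells given 10 µM MG132 for full effect; MG132 reads +100%, hits lower the ratio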
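Compounds up to 46 uM were incubated four hours with TMD8 cells whose green CBG68 luciferase is fused to IkappaBalpha; red CBR luminescence normalised the signal, and concentration-effect curves were fitted to fusion, red and ratio data.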
ELG1 DNA repair – blocks ELG1-dependent DNA repair in HEK293T cells; Potency, µM (titrated, usually from 46.1 µM), for the others: top-dose activity change, negative = inhibition, usual class: inhibitors; 2.3% of 330,000 active; HEK293T ELG1-luciferase reporter, luminescence, 16 h; DNA damage induced by 5-fluorouridine; AID 504467; note: potency is the fitted concentration of half-maximal effect; % is set by controls: 0 for no effect and ±100 for the full control effect; nearly all actives have a fitted effect of over 55% in size
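5-Fluorouridine DNA damage + compound/DMSO, 2,000 cells/well, 16 h, 37 °C/5% CO2. ONE-Glo, 30 min RT, luminescence. Readout = decrease in reporter signal.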
Integrin act MD – activates integrin-mediated alleviation for muscular dystrophy | alpha7betagal myoblasts, beta-gal FDG fluorescence, 48 h | Potency, µM (series often up to 38.3 µM), for inactives: at the highest dose activation, most hits filed as activators | 0.064% of 350,000 active;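 note: potency is the fitted concentration of half-maximal effect; 100% = response of the positive control SU9516; nearly all actives have a fitted effect of over 60% in size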
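Alpha7betagal+/- myoblasts (passage 13) were plated 16-24 hr, then exposed to compounds (1:260 dilution of DMSO stock) for 48 hours at 37C. After MPER lysis, β-galactosidase reporter activity was read as FDG fluorescence (ex 480/em 540) after 30 minutes.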
Mito fusion yeast – blocks mitochondrial division or promotes mitochondrial fusion. S. cerevisiae fusion-defective mutant growth rescue, CellTiterGlo 48 h. Potency, µM (doses to about 46.1 µM), for the others: top-dose growth rescue (activation), hits mostly activators. 0.23% of 320,000 active;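 note: potency is the fitted concentration of half-maximal effect; % of control where 0% means no effect; nearly all actives have a fitted effect of over 45% in size; temperature-sensitive fusion mutants such as fzo1-1 at 37 °C on non-fermentable ethanol glycerol medium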
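Temperature-sensitive fusion-defective S. cerevisiae (e.g. fzo1-1, mgm1-5) were grown with compound in YPEG medium (3% ethanol, 3% glycerol) for 48 hours at 37C. Growth rescue was measured as viability by CellTiterGlo luminescence after 10 minutes at ambient.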
The depositor's hits bear a star; [ ] = dose if it differs, or a comment. Unless noted, calls come from the whole dose curve; as a rule, active = well fitted curve in the direction sought with a large enough effect; inconclusive = small, poorly fitted or top-dose-only effect, or another doubt; inactive = no such curve, though single readings can be large; an effect the other way counts as inactive or inconclusive.

How did O=C1NC(=Nc2ccc(F)cc2)SC1Cc1ccc(F)cc1 (stereo not given) do in these assays?
Eya2 inh: inconclusive; TCR act: 7%; PTAP TSG101 blk: -1%; ASM inhibitor: -2%; Tb PFK inh: -1%; TSHR antag: -6; A-T KAP1 phos: 3%; Chronic BCR inh: inconclusive; ELG1 DNA repair: inconclusive; Integrin act MD: 10%; Mito fusion yeast: 12%

Results for COc1ccc(OCC2CNC(=O)O2)cc1 (stereo not given) ?
Eya2 inh: 9%; PTAP TSG101 blk: 0%; ASM inhibitor: -1%; Tb PFK inh: 0%; TSHR antag: 12; A-T KAP1 phos: -10%; Chronic BCR inh: -6%; ELG1 DNA repair: 12%; Integrin act MD: 6%; Mito fusion yeast: 2%

What do the screens show for `CCOc1ccc(C(C(=O)NC2CCCC2)N(Cc2ccccc2)C(=O)c2nsc(Cl)c2Cl)cc1` (stereo not given)?
Eya2 inh: -5%; TCR act: 2%; PTAP TSG101 blk: -8%; ASM inhibitor: 4%; Tb PFK inh: -1%; TSHR antag: -5; A-T KAP1 phos: 23%; Chronic BCR inh: inconclusive; ELG1 DNA repair: inconclusive; Integrin act MD: -4%; Mito fusion yeast: inconclusive

How did c1ccc(CSc2nnc(-c3c[nH]c4ccccc34)o2)cc1 do in these assays?
Eya2 inh: -19%; TCR act: -10%; PTAP TSG101 blk: -4%; ASM inhibitor: -9%; Tb PFK inh: 0%; TSHR antag: -13; Chronic BCR inh: inconclusive; ELG1 DNA repair: inconclusive; Integrin act MD: inconclusive; Mito fusion yeast: 21%

What do the screens show for `O=C(O)c1cc2c(N3CCC(Cc4ccccc4)CC3)ncnc2s1`?
Eya2 inh: -1%; TCR act: -5%; PTAP TSG101 blk: 3%; ASM inhibitor: 22%; Tb PFK inh: 3%; TSHR antag: -19; A-T KAP1 phos: 0%; Chronic BCR inh: 13%; ELG1 DNA repair: 5%; Integrin act MD: -16%; Mito fusion yeast: -4%

Results for O=C(NCCC1=CCCCC1)C1CCCN(S(=O)(=O)c2cnc[nH]2)C1 (stereo not given) ?
Eya2 inh: -10%; TCR act: -3%; PTAP TSG101 blk: -3%; ASM inhibitor: 0%; Tb PFK inh: 1%; TSHR antag: 9; A-T KAP1 phos: 4%; Chronic BCR inh: inconclusive; ELG1 DNA repair: -1%; Integrin act MD: 27%; Mito fusion yeast: 1%

What do the screens show for `Cc1c2cnn(CC(=O)NC3CCCC3)c(=O)c2c(C)n1Cc1ccccc1`?
Eya2 inh: -6%; TCR act: 5%; PTAP TSG101 blk: -2%; ASM inhibitor: 3%; Tb PFK inh: -5%; TSHR antag: 0; A-T KAP1 phos: 3%; Chronic BCR inh: 1%; ELG1 DNA repair: inconclusive; Integrin act MD: -14%; Mito fusion yeast: 5%

Results for CCOC(=O)c1cc2c(=O)n3cccc(C)c3nc2n(C)c1=N ?
Eya2 inh: 1%; Tb PFK inh: -4%; TSHR antag: 15; A-T KAP1 phos: 1%; Chronic BCR inh: 14%; ELG1 DNA repair: 13%; Mito fusion yeast: 0%

Results for CC(CNC(=O)COc1ccc2c(c1)OCO2)c1ccccc1 (stereo not given) ?
Eya2 inh: -1%; TCR act: -7%; PTAP TSG101 blk: 0%; ASM inhibitor: 4%; Tb PFK inh: -4%; TSHR antag: 4; A-T KAP1 phos: 7%; Chronic BCR inh: 2%; ELG1 DNA repair: 16%; Integrin act MD: -9%; Mito fusion yeast: 13%

What do the screens show for `Cc1cccc(N2CCN(C(=O)C(Cc3ccccc3)NC(N)=O)CC2)c1C` (stereo not given)?
Eya2 inh: 6%; TCR act: 5%; PTAP TSG101 blk: -3%; ASM inhibitor: 0%; Tb PFK inh: -4%; TSHR antag: -17; A-T KAP1 phos: 3%; Chronic BCR inh: -15%; ELG1 DNA repair: 12%; Integrin act MD: 23%; Mito fusion yeast: 6%

Results for C=CCN(C(=O)CCC(=O)Nc1cc(C)on1)C(C(=O)NC1CCCC1)c1cccnc1 (stereo not given) ?
Eya2 inh: 14%; TCR act: -6%; PTAP TSG101 blk: -3%; ASM inhibitor: 5%; Tb PFK inh: 2%; TSHR antag: -8; A-T KAP1 phos: -1%; Chronic BCR inh: -1%; ELG1 DNA repair: 4%; Integrin act MD: 7%; Mito fusion yeast: -1%

Results for CCCCC(CC)C(=O)NCC(C)NC(=O)C(CC)CCCC (stereo not given) ?
Eya2 inh: -11%; TCR act: -4%[46.1 µM]; PTAP TSG101 blk: -1%; ASM inhibitor: 2%; Tb PFK inh: 2%; TSHR antag: -4; Chronic BCR inh: 1%; ELG1 DNA repair: 10%; Integrin act MD: 3%; Mito fusion yeast: 26%

How did CS(=O)(=O)NN1C(=O)c2ccccc2NC1c1cccc(O)c1 (stereo not given) do in these assays?
Eya2 inh: inconclusive; TCR act: -2%; PTAP TSG101 blk: 0%; ASM inhibitor: 13%; Tb PFK inh: -7%; TSHR antag: -7; A-T KAP1 phos: 2%; Chronic BCR inh: 0%; ELG1 DNA repair: 1%; Integrin act MD: -14%; Mito fusion yeast: 22%

Results for O=C1CCc2cc(NS(=O)(=O)c3cc(F)ccc3F)cc3c2N1CC3 ?
Eya2 inh: -12%; TCR act: 4%; PTAP TSG101 blk: -2%; ASM inhibitor: 0%; Tb PFK inh: 9%; TSHR antag: 1; A-T KAP1 phos: 1%; Chronic BCR inh: -2%; ELG1 DNA repair: 18%; Integrin act MD: -21%; Mito fusion yeast: -3%

How did COc1ccc(Cl)cc1NC(=S)N1CCC(c2ccc(C)cc2)C1 (stereo not given) do in these assays?
Eya2 inh: -22%; TCR act: 5%; PTAP TSG101 blk: -7%; ASM inhibitor: -2%; Tb PFK inh: -7%; TSHR antag: -2; A-T KAP1 phos: 0%; Chronic BCR inh: 3%; ELG1 DNA repair: -17%; Integrin act MD: -28%; Mito fusion yeast: 0%

How did COc1ccc(NC(=O)c2ccccc2[N+](=O)[O-])cc1 do in these assays?
Eya2 inh: -7%; TCR act: 3%[46.1 µM]; PTAP TSG101 blk: -4%; ASM inhibitor: 1%; Tb PFK inh: 0%; TSHR antag: -2; A-T KAP1 phos: 4%; Chronic BCR inh: 1%; ELG1 DNA repair: inconclusive; Integrin act MD: -7%; Mito fusion yeast: 3%

What do the screens show for `Cc1nn(-c2ccccc2)c2c1C(c1ccc(F)cc1F)C(C#N)=C(N)O2` (stereo not given)?
Eya2 inh: 15%; PTAP TSG101 blk: -10%; ASM inhibitor: -10%; Tb PFK inh: 24%; TSHR antag: 3; A-T KAP1 phos: 5%; Chronic BCR inh: 20%; ELG1 DNA repair: 1%; Integrin act MD: -13%; Mito fusion yeast: -8%

What do the screens show for `CCCCn1c2c(c(=O)n(C)c1=O)C(CC(=O)OCC(=O)Nc1cccc(C(F)(F)F)c1)C(=O)N2` (stereo not given)?
Eya2 inh: 18%; TCR act: -1%; PTAP TSG101 blk: -2%; ASM inhibitor: -4%; Tb PFK inh: -3%; TSHR antag: -14; A-T KAP1 phos: 7%; Chronic BCR inh: inconclusive; ELG1 DNA repair: -16%; Integrin act MD: 7%; Mito fusion yeast: 3%

How did CC(C)(C)c1ccc(OCC(=O)NNC(=O)C2CCCO2)cc1 (stereo not given) do in these assays?
Eya2 inh: 5%; TCR act: 3%; PTAP TSG101 blk: 0%; ASM inhibitor: 0%; Tb PFK inh: 0%; TSHR antag: -16; A-T KAP1 phos: 1%; Chronic BCR inh: 3%; ELG1 DNA repair: 4%; Integrin act MD: 1%; Mito fusion yeast: 4%

Results for O=C1CCC2S/C(=C/Nc3ccc(C(F)(F)F)cc3)C(=O)N12 (stereo not given) ?
Eya2 inh: 3%; TCR act: 0%; PTAP TSG101 blk: -2%; ASM inhibitor: 0%; Tb PFK inh: -1%; TSHR antag: -7; A-T KAP1 phos: 1%; Chronic BCR inh: inconclusive; ELG1 DNA repair: inconclusive; Integrin act MD: -6%; Mito fusion yeast: 2%

Rows were taken by chance, and some 3.2% of all compounds hit somewhere here.
